Compound activity: PubChem, several laboratories
BoNT-A LC inh2 – inhibitors of Botulinum neurotoxin A light chain protease; multiplex microsphere protease substrate cleavage, flow cytometry; inhibition, % at 10 µM; hit rate 0.17% among 360,000; AID 588499; further: plate controls were buffer without enzyme for full effect and enzyme alone for no effect
Anthrax LF inh2 – inhibitors of Bacillus anthracis lethal factor protease | hit rate 0.12% among 360,000 | AID 588501 | multiplex microsphere protease cleavage assay, LF | inhibition, % at 10 µM; further: plate controls were buffer without enzyme for full effect and enzyme alone for no effect
PriA SSB inh – inhibitors of Klebsiella pneumoniae PriA binding to SSB C-terminal tail; AlphaScreen SSBct-PriA binding, biotinylated peptide; inhibition, % at 33 µM; hit rate 0.6% among 430,000; AID 1272365; in the data active means inhibition mostly above about 37%, no sharp cut-off; inactive means mostly below about 20%;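 further: plate controls were negative control peptide for no effect and reference peptide for full effect; strong numbers were not always called active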
CCHF vOTU inh – CCHFV vOTU protease inhibition; inhibition, % at 11.5 µM; Pep-AMC fluorescence; hit rate 0.55% among 370,000; in the data active means inhibition above about 30%; further: 0% = vehicle wells with enzyme and 100% = no enzyme wells
PrPC surface inh – reduces human prion protein on the cell surface; P04156; cell surface PrPC, TR-FRET read-out; hit rate 0.43% among 370,000; inhibition, % at 13.8 µM; in the data active means inhibition above about 24%; further: 0% = median of the test wells and 100% = reference compound wells
BoNT-F LC inh – blocks Botulinum neurotoxin F light chain protease. Multiplex microsphere protease cleavage assay, flow cytometry. inhibition, % at 10 µM. hit rate 0.22% among 360,000. AID 588497; in the data active means inhibition above about 35%, passing the limit was not always enough; inconclusive means no clear call, values can overlap the other calls; further: plate controls were buffer without enzyme for full effect and enzyme alone for no effect
VHR inh abs – blocks human VHR1 dual specificity phosphatase; P51452; recombinant VHR phosphatase, pNPP absorbance; inhibition, % at 13.3 µM; hit rate 0.52% among 290,000; AID 1654; in the data active means inhibition above about 50%; further: some compounds called inactive have numbers as strong as hits
Target sequence (P51452 whole entry, looked up): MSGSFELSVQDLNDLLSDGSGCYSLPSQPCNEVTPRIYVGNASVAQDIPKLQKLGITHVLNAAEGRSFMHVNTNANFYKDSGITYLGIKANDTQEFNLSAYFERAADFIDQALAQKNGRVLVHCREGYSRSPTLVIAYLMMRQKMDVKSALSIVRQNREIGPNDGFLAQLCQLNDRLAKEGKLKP
MazF activator – activators of E. coli MazEF toxin-antitoxin RNase; AID 504720; hit rate 0.32% among 350,000; FAM/BHQ RNA-DNA oligo cleavage fluorescence, 5 h; activation, % at 20 µM; in the data active means activation above about 50%
Target sequence (P0AE70 whole entry, looked up): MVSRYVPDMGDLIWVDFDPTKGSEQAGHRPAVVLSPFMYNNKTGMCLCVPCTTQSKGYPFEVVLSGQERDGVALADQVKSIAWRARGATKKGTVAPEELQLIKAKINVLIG
3CLpro inhibitor – SARS-CoV 3CLpro protease inhibition; hit rate 0.14% among 290,000; recombinant SARS-CoV 3CLpro, quenched FRET peptide cleavage; P0C6X7; inhibition, % at 6 µM; AID 1706; in the data active means inhibition above about 12%
Rv3671c inh – Rv3671c (M. tuberculosis) protease inhibition | inhibition, % at 5.96 µM | hit rate 0.048% among 320,000 | P9WHR9 | AID 2606; in the data active means inhibition above about 38%;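 further: extracellular domain of Rv3671c used as enzyme; 0% = enzyme with DMSO and 100% = no enzyme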
Target sequence (P9WHR9 whole entry, looked up, the tested form may be a part): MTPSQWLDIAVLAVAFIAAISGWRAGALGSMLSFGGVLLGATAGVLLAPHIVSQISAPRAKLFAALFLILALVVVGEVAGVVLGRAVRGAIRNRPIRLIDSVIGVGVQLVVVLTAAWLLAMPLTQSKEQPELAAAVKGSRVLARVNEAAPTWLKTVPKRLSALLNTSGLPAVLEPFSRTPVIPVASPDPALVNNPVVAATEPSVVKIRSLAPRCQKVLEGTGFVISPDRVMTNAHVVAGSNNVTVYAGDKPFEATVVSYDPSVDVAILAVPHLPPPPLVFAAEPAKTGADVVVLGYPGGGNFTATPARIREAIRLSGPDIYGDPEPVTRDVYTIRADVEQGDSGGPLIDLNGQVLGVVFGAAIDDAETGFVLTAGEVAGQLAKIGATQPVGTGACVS
An asterisk follows results filed as active; ? = inconclusive; / = no result given. Unless noted, no stated cut-off is given here; in the data, active means inhibition above about 30%; inconclusive means no clear call, values can overlap the other calls; inactive means below that.

molecule	BoNT-A LC inh2	Anthrax LF inh2	PriA SSB inh	CCHF vOTU inh	PrPC surface inh	BoNT-F LC inh	VHR inh abs	MazF activator	3CLpro inhibitor	Rv3671c inh
Cc1ccc2cc3cc(C(=O)NCCN4CCOCC4)oc3nc2c1	1.2	3	-1	-74	-26	35*	13	-17	-4	-3
CCCN1C/C(=C/c2cccc([N+](=O)[O-])c2)C(=O)/C(=C/c2cccc([N+](=O)[O-])c2)C1	-1.1	-2	-1	12	-12	-18	14	2	2	/
O=C(/C=C/c1cn(-c2ccccc2)nc1-c1ccccc1)Nc1ccc(C(=O)O)cc1	0.2	-3	0	2	-7	-4	16	-5	4	-119
CN(C)c1cccc2c(S(=O)(=O)N3CCCC3)cccc12	-8.7	6	7	-12	-2	?	/	7	-7	-13
CCOC(=O)c1c(C(F)(F)F)cc(-c2ccc(F)cc2)nc1C	0.2	1	-90	15	8	8	22	3	2	6
CC(=O)Nc1ccc(C(=O)COC(=O)CN2C(=O)NC3(CCCCC3C)C2=O)cc1 (configuration not stated)	-0.2	-11	7	-7	-1	-2	/	8	/	7
COc1ccc(-c2nnc(NC(=O)c3cc(Cl)ccc3Cl)o2)cc1	-0.1	-4	5	6	1	-7	38	0	-1	1
CCOC(=O)COc1ccc(S(=O)(=O)Nc2cccc(SC)c2)cc1	-2.6	0	-8	-1	-7	-5	21	-16	-3	-6
Cc1ccc(C(=O)N[C@H](C(=O)Nc2ccc(F)cc2)C(C)C)cc1	-0.8	6	6	-9	-4	14	-6	-2	-6	-25
CC(C)CCN1CCN(Cc2cnc(-c3ccccc3)s2)CC1CCO (configuration not stated)	-1.0	-7	4	-8	-6	-1	8	3	0	-3
CN(C)c1ccc(-c2csc(C(O)c3ccccc3)n2)cc1 (configuration not stated)	0.0	-9	/	14	13	-2	/	/	/	/
CCc1ccc(N(CC(=O)NCCc2ccccc2)C(=O)CCC(=O)Nc2ccccn2)cc1	1.0	-2	7	2	1	0	2	-24	3	1

New compounds follow
molecule	BoNT-A LC inh2	Anthrax LF inh2	PriA SSB inh	CCHF vOTU inh	PrPC surface inh	BoNT-F LC inh	VHR inh abs	MazF activator	3CLpro inhibitor	Rv3671c inh
COc1ccccc1NC(=O)N(O)C1(C#N)CCCCC1	0.0	-2	3	-7	6	-3	/	9	/	/
CN1CCN(c2cc(N3CCNCC3)ccc2[N+](=O)[O-])CC1	1.1	-1	12	17	-28	-12	10	16	2	-2
CCCN(CCC)C(=O)c1cn(CC)c2ccc(S(=O)(=O)N3CCCCC3)cc2c1=O	0.3	-2	-1	-2	0	1	15	-6	3	-1
O=C(CCc1nc(-c2ccccc2F)no1)NC1CCCCC1	-0.9	0	-10	-2	8	-16	20	-1	-3	2
COc1cc(C(=O)NNC(=S)Nc2ccc(S(N)(=O)=O)cc2)cc(OC)c1OC	0.7	1	-18	-5	10	7	1	-24	-1	-2
CCN(CC(=O)Nc1c(F)cccc1F)C(=O)CCCc1cccs1	0.8	-13	-1	5	5	-3	/	-7	/	-11
Cc1ccc2c(=O)cc(C(=O)NCc3ccccc3)oc2c1C	0.9	-9	1	-2	-3	-3	10	8	1	-1
Cn1c(=O)c2c(nc(SCCN3CCOCC3)n2Cc2ccc(F)cc2)n(C)c1=O	0.8	1	-2	27	7	0	29	4	8	0
CCN(CC(=O)NCc1ccc(Cl)cc1)C(=O)CSc1cc(C)ccc1C	-0.9	0	-2	19	4	-4	/	-3	/	-4
C/C(=N\Nc1cc(-c2ccccc2)nc(-c2ccccc2)n1)c1ccc(O)c(C)c1	-1.6	-5	/	6	6	-5	0	16	3	-34
COc1ccc(CNC(=O)CN(C(=O)CCC(=O)Nc2ccccn2)c2ccccc2OC)cc1	-0.4	-1	-9	9	0	2	12	0	3	3
Cc1ccc(S(=O)(=O)N2CCCCC2)cc1NC(=O)C1COc2ccccc2O1 (configuration not stated)	-0.4	-4	/	3	4	-6	/	2	/	/

Only PriA SSB inh, PrPC surface inh and Rv3671c inh, for four of the compounds above:
structure	PriA SSB inh	PrPC surface inh	Rv3671c inh
COc1ccccc1NC(=O)N(O)C1(C#N)CCCCC1	3	6	/
O=C(CCc1nc(-c2ccccc2F)no1)NC1CCCCC1	-10	8	2
CCCN(CCC)C(=O)c1cn(CC)c2ccc(S(=O)(=O)N3CCCCC3)cc2c1=O	-1	0	-1
Cn1c(=O)c2c(nc(SCCN3CCOCC3)n2Cc2ccc(F)cc2)n(C)c1=O	-2	7	0

More structures.
molecule	BoNT-A LC inh2	Anthrax LF inh2	PriA SSB inh	CCHF vOTU inh	PrPC surface inh	BoNT-F LC inh	VHR inh abs	MazF activator	3CLpro inhibitor	Rv3671c inh
CC(=O)Nc1nc(C)c(-c2csc(Nc3cccc([N+](=O)[O-])c3)n2)s1	0.7	-3	4	5	-9	11	20	-23	-2	10
Cc1ccncc1C(N)=O	-0.2	-6	3	2	8	1	-10	4	-3	6
CC(C)n1cc(/C=C2/SC(=O)N(CC(=O)Nc3ccc4c(c3)OCO4)C2=O)c2ccccc21	0.7	3	-8	6	-3	-8	6	-2	0	-5
COc1cccc(CN(C)C(=O)CN2C(=O)NC(c3ccccc3)(c3ccccc3)C2=O)c1OC	0.1	2	11	2	-3	2	/	6	/	0
COc1cccc(-c2nc(-c3ccccn3)no2)c1OC	-4.2	-4	8	8	-7	-13	-9	-7	4	3
S=C(Nc1cc(Cl)cc(Cl)c1)N1CCCC1	-1.0	-3	-7	4	8	0	28	-10	5	-4
O=C(NCc1nnnn1-c1ccc(F)c(F)c1)c1ccc(S(=O)(=O)N2CCOCC2)cc1	-3.1	2	-7	0	-4	-4	/	0	/	3
Cc1cc(C)c2nc(SCC(=O)Nc3cc(C)on3)c(C#N)cc2c1	-3.0	1	-8	0	11	-6	25	59*	0	-4
Cc1ccc(S(=O)(=O)N(C)CCCC(=O)NC(C)(C)C)cc1	-1.5	-3	-6	-2	8	-6	21	6	2	0
Cc1ccc(NC(=O)C(C)OC(=O)CSc2ccccc2)cc1 (configuration not stated)	-0.2	-2	-13	9	-7	-3	/	-3	/	4
Cn1nc(-c2ccc(N3CCOCC3)c(NS(=O)(=O)c3ccc(Cl)cc3)c2)c2ccccc2c1=O	0.1	1	-7	1	0	1	25	1	-3	-2
O=C1Nc2ccc(Br)cc2/C1=C/C1CC=CCC1 (configuration not stated)	-2.9	-7	-6	-15	1	-18	16	5	6	-10

Additional records:
molecule	BoNT-A LC inh2	Anthrax LF inh2	PriA SSB inh	CCHF vOTU inh	PrPC surface inh	BoNT-F LC inh	VHR inh abs	MazF activator	3CLpro inhibitor	Rv3671c inh
CCN(CC)c1ccc(NC(=O)CSc2nnc(N)s2)cc1C	0.3	-3	3	11	-9	0	25	8	-1	7
COC(C(=O)Nc1ccc(Cl)cc1C)c1ccccc1 (configuration not stated)	-0.4	0	-14	0	-1	-3	9	-2	1	13
COc1cc(-c2c(-c3cc(OC)c(OC)c(OC)c3)noc2C)ccc1F	/	/	-5	2	9	/	5	-1	0	-7
CN(Cc1cnn(-c2ccccc2)c1)C(=O)c1ccc(S(=O)(=O)NCc2ccco2)cc1	-0.6	4	/	-6	-5	-1	/	-6	/	/
COCCN(Cc1ccco1)C(=O)C1CCCN(c2ncnc3c2nc2n3CCCCC2)C1 (configuration not stated)	-1.2	-2	8	5	6	-4	52*	10	-11	-13
Cc1c(C)c2ccc(OCC(=O)N3CCN(c4ccc(F)cc4)CC3)c(C)c2oc1=O	-0.4	-6	-7	4	-1	-6	2	1	-2	0
CC(C)c1ccc(CN2CC(C(=O)Nc3ccccc3)CC2=O)cc1 (configuration not stated)	0.0	-1	-4	-2	1	-1	18	-2	7	-11
CCOn1c(SC(C)C)nc2ccccc2c1=O	-0.4	-17	-16	8	-8	0	23	-7	3	0
CCOc1ccc(Cn2nnc(C(=O)Nc3cc(OC)cc(OC)c3)c2N)cc1	-0.5	1	-4	0	5	4	8	-13	-4	-3
Cn1c(=O)c2c(nc(NCc3ccco3)n2CC(O)CO)n(C)c1=O (configuration not stated)	0.0	-1	-2	15	-1	-5	33	9	2	-1
COc1ccccc1NC(=O)CC1CCCC1	1.6	0	-3	3	0	-6	4	15	-10	-1
c1ccc(-c2oc3ncnc(NCCCN4CCOCC4)c3c2-c2ccccc2)cc1	-3.4	-4	11	-15	6	-6	14	-4	2	-11

Later entries
molecule	BoNT-A LC inh2	Anthrax LF inh2	PriA SSB inh	CCHF vOTU inh	PrPC surface inh	BoNT-F LC inh	VHR inh abs	MazF activator	3CLpro inhibitor	Rv3671c inh
O=C1N/C(=N\S(=O)(=O)c2ccccc2)S/C1=C\c1cc([N+](=O)[O-])ccc1O	-1.4	3	/	3	-10	5	6	-63	4	6
Cc1ccc(NC(=O)c2cc(-c3ccc(F)cc3)on2)cc1C	-0.7	-4	4	-10	3	3	36	-7	2	-2
CC(C)(C)C(=O)Nc1sc2c(c1C#N)CCC2	5.6	1	-16	0	8	14	11	6	-3	-7
O=C(c1cccc(C(=O)N2CCN(Cc3ccccc3)CC2)c1)N1CCN(Cc2ccccc2)CC1	0.2	-2	-6	8	7	-6	3	-1	0	-4
C[C@H](CO)N1C[C@H](C)[C@@H](CN(C)S(=O)(=O)c2ccc3c(c2)OCCCO3)OCc2cnnn2CCCC1=O	0.3	4	/	-4	5	0	/	0	/	/
COc1ccc(C2=CN3CCCCC3CC2=O)cc1OC (configuration not stated)	-0.2	-6	8	8	-6	2	/	5	/	-5
COc1cc(/C=C/CO)cc(OC)c1O[C@@H]1O[C@H](CO)[C@@H](O)[C@H](O)[C@H]1O	-0.5	4	-1	1	1	-3	-7	-3	2	10
CC(C)(C)N(Cc1ccccc1)C(=O)COC(=O)C1CCN(c2ccc(C(F)(F)F)cn2)CC1	-1.8	-10	4	13	6	-3	/	-4	/	1
O=C(Nc1c2c(nn1-c1ccc(F)cc1)CS(=O)C2)C12CC3CC(CC(C3)C1)C2 (configuration not stated)	-0.3	1	0	9	5	-8	25	4	4	5
CC(=O)c1c(C)[nH]c(C(=O)CN2CCN(S(=O)(=O)c3ccccc3F)CC2)c1C	-1.1	-3	5	-4	2	-19	/	-4	/	-6
Cn1cccc1CC(=O)NNC(=S)Nc1ccccc1Cl	-0.2	0	9	2	7	-4	-5	5	-2	2
O=C(COC(=O)CCc1nc2ccccc2c(=O)[nH]1)Nc1ccc(OC(F)(F)F)cc1	-0.4	0	0	2	-7	0	/	25	/	-9

Given field by field: entries from further up
Compound: Cc1ccc(NC(=O)c2cc(-c3ccc(F)cc3)on2)cc1C
  BoNT-A LC inh2 = -0.7; Anthrax LF inh2 = -4; PriA SSB inh = 4; CCHF vOTU inh = -10; PrPC surface inh = 3; BoNT-F LC inh = 3; VHR inh abs = 36; MazF activator = -7; 3CLpro inhibitor = 2; Rv3671c inh = -2
Compound: COc1cc(/C=C/CO)cc(OC)c1O[C@@H]1O[C@H](CO)[C@@H](O)[C@H](O)[C@H]1O
  BoNT-A LC inh2 = -0.5; Anthrax LF inh2 = 4; PriA SSB inh = -1; CCHF vOTU inh = 1; PrPC surface inh = 1; BoNT-F LC inh = -3; VHR inh abs = -7; MazF activator = -3; 3CLpro inhibitor = 2; Rv3671c inh = 10

These rows are one share of the data. The share of hits here may be higher or lower than overall.
